From PubChem
MT1-MMP txn act: MT1-MMP promoter reporter activation – cell-based, luciferase luminescence, primary screen; HT1080 MT1-MMP promoter luciferase reporter, overnight; active compounds read high; activation factor at 10 µM; actives 0.16% (n = 86,000); AID 750, 2007;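 active means activation factor of at least 2 for MT1-MMP transcription at 10 µM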
LYP inh 2: PTPN22 phosphatase inhibitors, primary screen, biochemical, DiFMUP fluorescence, 2 µM; actives 0.21% (n = 96,000); AID 640, 2007; Tyrosine-protein phosphatase non-receptor type 22 (Homo sapiens), Q9Y2R2; inhibition, % at 2 µM; recombinant LYP catalytic domain;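 active means inhibition at 2 µM at or above a set limit, the screen mean plus 3 SD, cut at about 24% in these data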;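 further: 0% = DMSO with enzyme and 100% = enzyme fully blocked by orthovanadate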
DAT uptake mod: changed hDAT dopamine uptake under cocaine IC80, either direction, primary screen, cocaine antagonist project, cell-based, LLC-PK1 hDAT, [14C]-dopamine uptake, MLSMR; Sodium-dependent dopamine transporter (Homo sapiens), Q01959; LLC-PK1 hDAT cells, [14C]-dopamine uptake with cocaine IC80; actives deviate in either direction; B-score at 10 µM; actives 1.3% (n = 110,000);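 active means Z score or B-score, a plate-position-corrected score, falls beyond the plate's 99.7% confidence bounds, in either direction; inactive means both scores lie inside the 99.7% bounds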;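 further: scored against the spread of the other compound wells on the same plate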
Target sequence (Q01959 whole entry, looked up): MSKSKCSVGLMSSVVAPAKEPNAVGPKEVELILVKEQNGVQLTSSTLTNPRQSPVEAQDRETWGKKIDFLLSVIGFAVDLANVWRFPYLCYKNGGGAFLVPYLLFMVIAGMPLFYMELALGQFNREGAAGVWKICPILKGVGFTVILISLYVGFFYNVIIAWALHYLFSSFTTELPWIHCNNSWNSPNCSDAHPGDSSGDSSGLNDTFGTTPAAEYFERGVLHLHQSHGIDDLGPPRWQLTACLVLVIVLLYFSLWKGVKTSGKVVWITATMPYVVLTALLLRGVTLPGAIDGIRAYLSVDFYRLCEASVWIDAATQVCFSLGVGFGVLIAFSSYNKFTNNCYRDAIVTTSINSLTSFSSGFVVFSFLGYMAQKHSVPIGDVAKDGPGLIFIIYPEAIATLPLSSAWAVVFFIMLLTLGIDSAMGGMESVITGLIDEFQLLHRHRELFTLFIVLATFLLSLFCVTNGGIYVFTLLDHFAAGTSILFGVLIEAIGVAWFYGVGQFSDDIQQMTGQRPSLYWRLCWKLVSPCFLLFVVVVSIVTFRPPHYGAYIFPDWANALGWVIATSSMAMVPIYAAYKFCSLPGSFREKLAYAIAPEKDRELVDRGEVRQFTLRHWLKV
IL1B cytotox: cytotoxicity in IL-1B stimulated HUVEC, primary screen, cytotoxicity control for IL-1B NFkB translocation project, imaging, Hoechst nuclear count, IL-1B stimulus; AID 845, 2007; HUVEC cell count loss; cell count reduction, % at 2 µM; actives 0.41% (n = 94,000);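 active means cell count reduction more than 3 SD above the screen-wide mean, cut at about 70% in these data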;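 further: normalized per plate to untreated control cells as the no-loss baseline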
VCAM1 TNFa inh: inhibitors of TNFa-induced VCAM1 expression, primary screen, imaging, HUVEC, TNFa stimulus, immunofluorescence; HUVEC TNFa-induced VCAM-1 immunofluorescence, high-content imaging; inhibition, % at 2 µM; actives 0.48% (n = 95,000); AID 802, 2007;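 active means inhibition above the batch mean plus 3 SD, with images confirmed as a hit by eye, cut at about 37% in these data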;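 further: 0% = TNF-stimulated DMSO wells and 100% = unstimulated control wells; not every result past the cut was called active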
HUVEC tox TNFa: cytotoxicity in TNFa-stimulated HUVEC, primary screen, cytotoxicity control for VCAM1 expression modulator project, imaging, Hoechst nuclei count | cell count reduction, % at 2 µM | HUVEC TNFalpha-stimulated, Hoechst cell count | actives 0.17% (n = 93,000) | AID 848, 2007;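 active means cell count reduction exceeding the screen mean by over 5 SD, scaled to untreated wells per plate, cut at about 78% in these data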;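 further: cells counted after 24 h of TNF alpha exposure following the 1 h pretreatment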
Calb biofilm kill: clotrimazole potentiators killing Candida biofilms, primary screen, with clotrimazole, Alamar Blue; actives 0.14% (n = 85,000); C. albicans biofilm + clotrimazole; inhibition, % at 6 µM;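 active means inhibition above 20%; inactive means inhibition below 20%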;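 further: preformed 24 hr biofilms exposed to compound for 48 hr; 0% = biofilm without compound and 100% = blank killed by clotrimazole plus chlorhexidine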
Smad3 FoxH1 inh: Smad3/FoxH1 peptide binding inhibitors, primary screen, biochemical, TR-FRET; Mothers against decapentaplegic homolog 3 (Homo sapiens), P84022; TR-FRET Smad3/Dy647-FoxH1 peptide binding, europium anti-His; inhibition, % at 25 µM; actives 0.29% (n = 88,000);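 active means compounds that reduce the energy-transfer binding signal between the protein and its labelled peptide by more than half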;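 further: 0% = Smad3 plus labelled peptide maximal FRET and 100% = peptide-only background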
Target sequence (P84022 whole entry, looked up): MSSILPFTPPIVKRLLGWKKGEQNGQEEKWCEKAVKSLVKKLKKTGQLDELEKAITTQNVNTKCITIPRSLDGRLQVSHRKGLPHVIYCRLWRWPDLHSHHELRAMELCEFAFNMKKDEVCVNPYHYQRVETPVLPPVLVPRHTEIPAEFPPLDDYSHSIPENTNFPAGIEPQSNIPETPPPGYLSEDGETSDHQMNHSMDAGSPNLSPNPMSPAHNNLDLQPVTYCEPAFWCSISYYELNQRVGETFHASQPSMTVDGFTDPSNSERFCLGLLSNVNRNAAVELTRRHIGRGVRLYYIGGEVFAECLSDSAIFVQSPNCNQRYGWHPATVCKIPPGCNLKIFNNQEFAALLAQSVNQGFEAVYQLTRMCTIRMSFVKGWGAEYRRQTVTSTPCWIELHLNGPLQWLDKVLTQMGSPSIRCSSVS
F-actin modifier: modifiers of F-actin cytoskeleton organization, primary screen, imaging, HUVEC, phalloidin staining, high-content imaging; inhibition, % at 2 µM; HUVEC TNFa F-actin phalloidin imaging; actives 0.18% (n = 91,000); AID 836, 2007;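 active means inhibition above the batch mean plus 3 SD and confirmed as a hit by visual image inspection, cut at about 30% in these data, passing the limit was not always enough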; further: strong numbers were not always called active
* hit, by the source's call; . = not tested or not shown; [ ] = dose if it differs, or a comment. Some of the compounds tested (hit frequency here may not be typical).

SMILES | MT1-MMP txn act | LYP inh 2 | DAT uptake mod | IL1B cytotox | VCAM1 TNFa inh | HUVEC tox TNFa | Calb biofilm kill | Smad3 FoxH1 inh | F-actin modifier
Nc1c(C(=O)Nc2ccc(F)cc2)sc2nc(-c3ccco3)ccc12 | 1.1 | 2 | 0.5 | -13 | -5 | -5 | -3 | 1 | 51
Cn1c(-c2ccc(Cl)cc2)ccc(C#N)c1=O | . | 20 | -0.72 | 21 | -4 | -21 | . | . | 8
COC(=O)c1c(NC(=O)CSc2ncnc3c2cnn3-c2ccccc2Cl)sc2c1CCCC2 | 1.6 | -3 | 0.06 | -35 | . | . | 5 | 5 | .
COCCn1c(SCc2ccccc2Cl)nc2c1c(=O)[nH]c(=O)n2C | 1.1 | 3 | 0.026 | -25 | -15 | -46 | 10 | -9 | -7
Nc1nc(F)nc2c1ncn2[C@@H]1O[C@H](CO)[C@@H](O)[C@@H]1O | 1.1 | . | 0.89 | . | . | . | 11 | -2 | .
COc1ccc(C)cc1NC(=O)CCN1CCCC1 | 1 | -13 | . | 5 | 9 | -16 | -3 | 3 | -12
COc1cc(OC)nc(NC(C)=O)n1 | 1.2 | -3 | 0.43 | 14 | 17 | 34 | 0 | -14 | 36
CCOC(=O)c1ccc(CNC(=O)c2cc(C(C)(C)C)oc2C)o1 | 1 | -3 | 2 | -7 | -32 | 9 | . | . | -2
CCOc1ccccc1NC(=O)CN1CCC(NC(=O)c2ccccc2)CC1 | 1.1 | 3 | -1.4 | -2 | 8 | -14 | 2 | -1 | -2
Cc1cccc(NC(=O)CSc2nc3ccccc3c3nc(CCc4c(C)n[nH]c4C)nn23)c1 | 1 | 3 | 3.8* | -22 | 2 | -1 | 7 | 10 | 3
COc1ccc(-c2cc(C(F)(F)F)nc(-n3cc(Br)cn3)n2)cc1 | 0.9 | 12 | 0.11 | 10 | -27 | 8 | -2 | -4 | .
CCn1c(=O)cc(SCC(=O)NCc2cccnc2)c2ccccc21 | 1.1 | 1 | -0.35 | -4 | 33 | -20 | -4 | 19[fluorescence artefact?] | 9
O=C1NC2(CCCCC2)N=C1c1ccccc1 | 1.2 | -11 | -0.6 | -33 | 8 | 3 | -1 | 1 | 3
COc1ccc(/C=N/Nc2nc3ccccc3o2)cc1O | . | 13 | 1.4 | 10 | -16 | -16 | . | . | 14
COc1ccc(NC(=O)COC(=O)c2c(-c3ccccc3)noc2C)cc1 | 1.2 | -8 | 0.69 | -16 | 23 | -8 | 5 | -10 | -18
Cn1c(CNc2nc(-c3ccccc3)cs2)nnc1SCC(=O)N1CCc2ccccc21 | 1.1 | 16 | -0.26 | 24 | -21 | 0 | 4 | 0 | -4
Cc1ccc(C(=O)Nc2cc(Cl)ccc2N2CCCCC2)s1 | 1 | 9 | 0.086 | -118 | -12 | -6 | 2 | 4 | -6
CC(=O)c1cccc(NC(=O)N2CCCC2C(=O)Nc2ccccc2C)c1 (stereo unspecified) | 1 | -1 | -0.6 | -40 | 19 | -15 | 4 | 10 | -16
CC(=O)N1CCN(Cc2nc3cc(NC(=O)c4ccccc4C)ccc3n2C)CC1 | 1.1 | -13 | -0.41 | -3 | 6 | 2 | 8 | -10 | 6
COc1ccc(OCC(=O)N2CCN(C(=O)COc3ccc(Br)cc3)CC2)cc1 | 1.3 | 4 | -0.7 | -9 | . | . | 12 | -9[fluorescence artefact?] | .
CN(c1ncc(C(F)(F)F)cc1Cl)n1cc(C(=O)O)c2ccccc2c1=O | 1.3 | -3 | -0.05 | -6 | -13 | 4 | -2 | 3 | -2
COc1ccccc1N(C(=O)Cn1nnc2ccccc21)C(C(=O)NCc1ccco1)c1ccc(C)o1 (stereo unspecified) | 1.1 | -5 | 1.2 | -92 | 11 | -25 | 8 | 13 | 3
CCN1CCN(C(=O)Nc2cccc(C(F)(F)F)c2)CC1 | 1 | -3 | 0.21 | -18 | -8 | -39 | 4 | 7 | -1
CCOC(=O)c1cccnc1SCC(=O)NCc1ccccc1 | 1.1 | -1 | 0.073 | 16 | 16 | -33 | 2 | 14 | 14
CCCn1nc2cc(C(=O)NCC34CC5CC(CC(C5)C3)C4)ccc2c1OCC | . | 19 | 1.2 | 19 | 3 | -14 | . | . | -19
CCCNC(=O)c1ccccc1NS(=O)(=O)c1ccc(OC)c(OC)c1 | 1.1 | 6 | 1.5 | -22 | 5 | -15 | 5 | -4 | 6
CCCCn1nc(C(=O)O)ccc1=O | 1.1 | 10 | 0.16 | 7 | 13 | -29 | 2 | 8 | 2
CCOC(=O)c1oc2ccccc2c1NC(=O)c1ccc2c(c1)OCO2 | 1 | 3 | -0.14 | -7 | 5 | 6 | 3 | 2 | 40
O=C(CSc1nnc(-c2ccc(Cl)cc2Cl)n1C1CCCCC1)N1CCCC1 | 1.1 | -1 | 0.087 | 0 | -12 | -2 | 5 | 14 | 13
CCC(C)(C)NC(=O)C(c1cccn1C)N(Cc1ccccc1)C(=O)Cn1nnc2ccccc21 (stereo unspecified) | 1.2 | -2 | -0.55 | -15 | -26 | -16 | 4 | 0 | -9
O=S(=O)(Cc1ccccc1)N1CCN(Cc2ccc3c(c2)OCO3)CC1 | . | 8 | -1 | 7 | 5 | 12 | 13 | -2 | 8
COc1ccc(CCNC(=O)CCN2C(=O)C3CC=CCC3C2=O)cc1OC (stereo unspecified) | 1.1 | 8 | 0.46 | -17 | -9 | -9 | 6 | -1 | 4
Cc1ccc(-c2nnn(CC(=O)N(CC(=O)NCc3ccccc3)c3cccc(C)c3C)n2)o1 | 1 | 5 | 1.3 | 7 | -2 | -11 | 9 | 1 | -4
Cc1ccc(-c2nc3ccccc3[nH]2)cc1NC(=O)/C=C/c1ccco1 | . | 12 | 0.98 | 12 | -2 | 20 | . | . | -12
Clc1ccc(Nc2nc(-c3cccs3)cs2)nc1 | 1.5 | -2 | 1.1 | 4 | 20 | 6 | 9 | -11 | -2
N#Cc1c(-c2ccccc2)cc(-c2ccco2)c(C#N)c1N | . | 3 | . | -21 | 1 | -12 | 7 | -3 | -4
COc1ccc(S(=O)(=O)N2CCCC(C(=O)N3CCN(C)CC3)C2)cc1C (stereo unspecified) | 1.1 | -3 | -0.33 | -34 | 2 | 0 | 4 | 2 | 5
O=C(NCCOC(=O)c1ccc(C(=O)OCCNC(=O)c2ccccc2)o1)c1ccccc1 | 1.3 | 3 | -0.17 | -6 | 21 | -14 | 6 | 2 | -4
COc1cc(-c2nnc(SCc3cccnc3)n2C)cc(OC)c1O | 1.1 | 5 | 1.1 | 8 | 0 | 33 | 5 | -6 | -6
CCCn1c(SCC(=O)N2CCCc3ccccc32)nnc1-c1ccco1 | 1.1 | 9 | 0.89 | 28 | 6 | -5 | 6 | -20 | 7
O=c1c2cc(N3CCOCC3)ccc2[nH]c(=S)n1CCCN1CCCCCC1 | 1.3 | . | 0.22 | . | . | . | 3 | 9 | .
COc1cccc2c(=O)n(CC(=O)Nc3ccccc3F)ccc12 | . | -8 | -0.11 | 7 | 8 | -33 | 9 | -20 | 12
CCOC(=O)c1cnn2c(C(F)(F)F)cc(-c3ccco3)nc12 | 1.1 | -9 | 0.12 | -16 | -16 | -21 | 0 | -6 | 27
Cc1cc(C)n2cc(CSc3nnc(-c4ccccc4)o3)nc2n1 | 1.1 | -17 | 0.52 | -18 | -18 | 5 | 4 | 12 | 3
CC/C(=N\OC(=O)c1ccc(OC(C)C)cc1)c1ccc(C)cc1 | . | -5 | . | -5 | -6 | 0 | . | . | -14
S=C(NCCc1ccccc1)Nc1ccc(Cl)cc1Cl | . | 9 | 0.28 | -7 | 4 | 4 | . | . | -28
COC(=O)CCC(=O)COc1ccccc1C#N | 1.3 | -11 | 0.41 | -56 | 1 | -22 | 7 | 11 | -4
CC(=O)NC1C(=O)Nc2c1cccc2C(F)(F)F (stereo unspecified) | . | 2 | 0.57 | 8 | 0 | -14 | . | 5 | 10
CC(C)N(Cc1nc(-c2ccccc2)no1)C(=O)CN(C)S(=O)(=O)c1ccc(Br)cc1 | 1.3 | -5 | 0.47 | -17 | 10 | -6 | 5 | 3 | 16
CC(=O)c1ccc(NS(=O)(=O)Cc2ccccc2)cc1 | 1 | -13 | 0.64 | 19 | 13 | -56 | 3 | 2 | 0
COc1ccc(C(CNC(=O)c2ccc(-n3cnnn3)cc2)N2CCOCC2)cc1 (stereo unspecified) | 1.2 | 9 | -0.027 | 23 | 30 | -13 | 4 | -13 | 24
CN(C)C(=O)CSc1nnc(-c2cc(-c3cccs3)nc3ccccc23)o1 | 1.4 | 2 | 1.3 | 21 | 0 | -29 | 8 | 9 | 56
O=c1c(C(c2ccccc2)c2c(O)sc3ccccc3c2=O)c(O)sc2ccccc12 | 1 | 9 | . | 17 | 3 | -7 | 5 | 17 | -15
CCOc1ccc(Nc2oc(-c3cccs3)nc2C#N)cc1 | 1.3 | -6 | 0.18 | 0 | 9 | -6 | 10 | 7 | -24
Cc1ccc(-c2nnc3ccc(SCC(=O)NCc4ccco4)nn23)cc1 | 1.1 | -9 | -0.092 | -46 | 8 | -5 | 7 | 6 | -9
CCOc1ccc(C2N(c3ccc(F)cc3)C(=O)C3CCCN32)cc1 (stereo unspecified) | 1 | -4 | -0.55 | 19 | 1 | -2 | 4 | 5 | -6
CCN(CC(O)COc1ccc(OCC(O)CN(CC)C2CCCCC2)cc1)C1CCCCC1 (stereo unspecified) | 1 | -6 | -0.65 | -33 | -6 | . | 3 | 4 | -6
N=c1c(C(=O)NCc2ccco2)cc2c(=O)n3ccccc3nc2n1CC1CCCO1 (stereo unspecified) | 1.2 | -4 | 0.078 | 8 | 11 | -12 | 6 | 6 | 18
CCOC(=O)CSc1nc2sc(C)c(C)c2c(=O)[nH]1 | 1.2 | 2 | 0.47 | 15 | 1 | 17 | 3 | 2 | -12
O=C(NC1CCCC1)C(c1cccnc1)N(C(=O)c1csnn1)C1CC1 (stereo unspecified) | 1.2 | 2 | 0.38 | 17 | -1 | -12 | 4 | 0 | 27
Cc1onc(-c2ccccc2Cl)c1C(=O)OCC(=O)c1ccccc1 | 1.3 | -15 | -0.015 | -4 | -4 | -3 | 6 | 1 | -3
COc1ccc(-c2nc(CC(=O)O)cs2)cc1 | . | 0 | -0.34 | 5 | 4 | -1 | 7 | 10 | -3

Three of the compounds above, with tabs:
mol	MT1-MMP txn act	LYP inh 2	DAT uptake mod	IL1B cytotox	VCAM1 TNFa inh	HUVEC tox TNFa	Calb biofilm kill	Smad3 FoxH1 inh	F-actin modifier
O=c1c(C(c2ccccc2)c2c(O)sc3ccccc3c2=O)c(O)sc2ccccc12	1	9	.	17	3	-7	5	17	-15
CCOc1ccc(Nc2oc(-c3cccs3)nc2C#N)cc1	1.3	-6	0.18	0	9	-6	10	7	-24
Cc1ccc(-c2nnc3ccc(SCC(=O)NCc4ccco4)nn23)cc1	1.1	-9	-0.092	-46	8	-5	7	6	-9
